Source: PubChem BioAssay
KCNH2 WT inh: blocks the wildtype human KCNH2 potassium channel. Q12809. U2OS, BacMam KCNH2, thallium flux FluxOr; stronger effect = lower value. activity change, % at 1.84 µM. hit rate 0.37% among 340,000;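 active = maximum activity change below -70%; inconclusive = maximum activity change between -70% and -50%; inactive = maximum activity change above -50%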; note: % is set by controls: 0 for no effect and ±100 for the full control effect
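U2OS cells were transduced with wild-type KCNH2 virus (2.03 x 10^8 / mL) for 4 h at room temperature, then cultured overnight at 37 C. Thallium flux was read with FluxOr dye. Rate constants were normalized to DMSO controls.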
TCR activator: T cell receptor activation. Potency, µM (series often up to 9.22 µM), for the others: at the top dose activation of IL-2 secretion, most hits filed as activators. primary human leukocytes, anti-CD3, IL-2 HTRF, 48 h. 330,000 tested, under 10 active; note: % of control where 0% means no effect
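Readout: HTRF IL-2, Eu-cryptate/d2 antibody pair, 320nm excitation, 665nm emission. Stimulus: a-CD3 beads, no co-stimulation. Cells: primary human leukocytes. Exposure: 48 hr with compound.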
Tb PFK inh: blocks T. brucei phosphofructokinase. hit rate 0.17% among 330,000. AID 485367. T. brucei PFK, ADP-Glo luminescence. Potency, µM (top dose mostly 57.5 µM), for inactives: at the highest dose activity, negative = inhibition, most hits filed as inhibitors. O15648;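 note: potency is the fitted concentration of half-maximal effect; 0% = uninhibited 1x PFK enzyme wells and -100% = no-enzyme wells; nearly all actives have a fitted effect of over 60% in size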
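ADP-Glo luminescence quantified ADP after 45 min at room temperature, with 1.25 nM T. brucei PFK, 0.1 mM ATP and 0.5 mM fructose-6-phosphate in pH 8.0 TEA buffer. qHTS titrations up to 57 µM; curves classified by quality.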
GALK inhibitor: inhibitors of human galactokinase; P51570; Purified GALK, Kinase-Glo residual ATP luminescence; Potency, µM (titrated, usually from 57.5 µM), for inactives: at the top dose activity change, negative = inhibition, most hits filed as inhibitors; hit rate 0.007% among 270,000; note: potency is the fitted concentration of half-maximal effect; % is set by controls: 0 for no effect and ±100 for the full control effect
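Galactose (100 uM) and ATP (35 uM) were turned over by 5 nM GALK for 1 h at RT. Kinase-Glo Plus then converted the remaining ATP into a luminescent signal.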
TSHR antagonist: blocks TSH signaling through the human TSH receptor; TSHR-expressing cells, TSH-stimulated cAMP HTRF, 2 h; stronger effect = lower value; hit rate 0.2% among 330,000; P16473; activity change, negative = inhibition, % at 11.5 µM;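 active = activity change below a set negative limit, meaning inhibition stronger than a set level, cut at about -70% in these data; inconclusive = activity change between two set negative limits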; note: % is set by controls: 0 for no effect and ±100 for the full control effect
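Read-out is FRET at 665 nm (cryptate excitation 337 nm) from a cryptate-tagged anti-cAMP antibody, competed by cell cAMP against cAMP-d2. Compounds are tested on freshly harvested TSHR cells challenged with 4nM TSH (EC80) for 2 hours at 37 deg C.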
Chronic BCR inh: chronic active BCR signaling inhibition; ABC-DLBCL IkBa-CBG/CBR reporter, luminescence ratio, 4 h; Potency, µM (series often up to 46.1 µM), inactives show at the highest dose ratio change, negative = lower green/red ratio, usual class: inhibitors; hit rate 0.05% among 340,000; active = well fitted inhibition curve with a large enough effect in the signal ratio, with a control signal flat, not every such curve was filed as active; inconclusive = small, poorly fitted or top-dose-only effect, or effect the other way, or a change in a side signal; the % refers to the signal ratio;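 note: potency is the fitted concentration of half-maximal effect; plate controls were basal doxycycline-induced cells for no effect and cells given 10 µM MG132 for full effect; MG132 reads +100%, hits lower the ratio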
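Cell line TMD8 (human ABC DLBCL), stably expressing tet-inducible CBG68-IkBa fusion and CBR; IMDM/0.5% FBS; cpd up to 46 uM; dox induction, 4 h, 37C/5% CO2; dual luminescence; green/red ratio; MG132 control.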
MLL CXXC-DNA inh: blocks binding of human MLL CXXC domain to DNA | AID 2662 | Potency, µM (doses to about 115 µM), inactives show top-dose activity change, negative = inhibition, most hits filed as inhibitors | Q03164 | MLL-CXXC / FITC-HOXA9 DNA fluorescence polarization | hit rate 0.037% among 290,000; active = well fitted inhibition curve with a large enough effect in the polarisation, with a control signal flat, not every such curve was filed as active; inconclusive = small, poorly fitted or top-dose-only effect, or effect the other way, or a change in a side signal; inactive = no such curve, though single readings can be large or run the other way; the % refers to the polarisation; note: potency is the fitted concentration of half-maximal effect
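Steps: dispense CXXC domain solution (7 uM) → pin compounds or unlabeled HOX-A9 DNA control → 5 min ambient → add FLSN-HOX-A9 solution (50 nM) → spin → 30 min ambient → fluorescence polarization. Tris pH 7.5/NaCl/DTT/BSA buffer.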
AT treatment: potential ataxia-telangiectasia treatment. […] A-T fibroblasts, KAP-1 phosphorylation AlphaLISA; neocarzinostatin DNA damage 30 min before lysis. Potency, µM (doses to about 57.5 µM), without a hit: top-dose activation, usual class: activators. hit rate 0.19% among 320,000; note: potency is the fitted concentration of half-maximal effect; % of control where 0% means no effect; nearly all actives have a fitted effect of over 45% in size
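hTERT-immortalized A-T patient fibroblasts ([…]), 500 cells/well in OPTI-MEM, 1% FBS, got compounds for 60 min, then NCS for 30 min at 37C. Lysates were then assayed for phospho-KAP-1 by AlphaLISA (anti-pKAP1 donor, anti-KAP1 acceptor beads), 6 hr at 25C.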
FBPA coupling cs: counter-screen for Giardia aldolase inhibitors: coupling enzyme system. coupling enzyme system counterscreen, AmpLite Red fluorescence. activity change, negative = inhibition, % at 58.2 µM, hits read low. hit rate 0.67% among 290,000. AID 2472; in the data active = activity change below about -30%; note: % is set by controls: 0 for no effect and ±100 for the full control effect
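Activity here indicates interference with the coupling reaction, not aldolase inhibition. Compounds at 57.5 uM final met coupling enzymes for 10 min at RT; substrate and AmpLite Red detection followed, with a 525/598 nm fluorescence read after 20 min.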
Giardia kill: kills Giardia lamblia; Giardia lamblia trophozoite viability; activity change, % at 7.66 µM, hits read low; hit rate 0.15% among 340,000; AID 540267; in the data active = activity change below about -80%; inconclusive = between about -30% and that limit;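 note: parasites exposed to compound for two days anaerobically before the ATP read; % is set by controls: 0 for no effect and ±100 for the full control effect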
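Giardia lamblia trophozoites (100 cells/well) were incubated with compounds for 48 h at 37 deg C under anaerobic conditions. Viability was read as ATP content by one-step luminescence after 15-30 min at room temperature.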
Numbers without * were called inactive; u = inconclusive; x = not tested or not shown; & = joins results of further samples; [ ] = dose if it differs, or a comment. Unless noted, calls come from the whole dose curve; as a rule, active = well fitted curve in the direction sought with a large enough effect; inconclusive = small, poorly fitted or top-dose-only effect, or another doubt; inactive = no such curve, though single readings can be large; an effect the other way counts as inactive or inconclusive. Hits appear at their usual frequency; 1.6% or so of the library scored in one or more.

(1) Cc1ncsc1C(=O)Nc1nc2c(s1)CCCC2
(2) COc1cc(C(=O)NCC(c2ccco2)N2CCCC2)ccc1OCc1ccccc1 (stereo not given)
(3) CC(=O)c1ccc(NC(=O)CSc2ccc3nnc(-c4cccnc4)n3n2)cc1
(4) COc1cc(C)nc(-c2csc(C)n2)n1
(5) CN1C[C@@H]2C(c3ccc(Cl)nc3)C3(c4cccnc4)CC2(C3)[C@H]1c1ccccc1 (stereo not given in full)
(6) Cn1c(=O)n(C)c2cc(NC(=O)C(F)(F)F)ccc21
(7) COc1cc(NS(=O)(=O)c2ccc(NC(=S)NC(=O)c3sc4cc(F)ccc4c3Cl)cc2)nc(OC)n1
(8) CCN(CC)c1ccc(/C=N/NC(=O)CNC(=O)c2cccnc2)cc1
Assay by compound	1	2	3	4	5	6	7	8
KCNH2 WT inh	-11	3	-3	2	3	-1	12	5
TCR activator	4%	-5%	-7%	4%	-4%	-1%	-5%[46.1 µM]	3%
Tb PFK inh	-5%	-1%	-11%	0%	-8%	-6%	1%	-3%
GALK inhibitor	-1%	x	0%	3%	4%	0%	-4%	1%
TSHR antagonist	19	14	5	18	11	4	4	-1
Chronic BCR inh	u	-1%	1%	-7%	8%	u	-1%	-6%
MLL CXXC-DNA inh	2%	x	2%	1%	-6%	2%	-13%	7%
AT treatment	10%	4%	-2%	-2%	39%	1%	2%	-1%
FBPA coupling cs	-1	x	2	-3	2&1	-1	6	2
Giardia kill	-23	5	6	-20	2	16	9	10

(9) Cc1ccc(-c2nc(Nc3cccc(O)c3)c3ccccc3n2)cc1
(10) O=C(CN(C(=O)CCC(=O)Nc1ccccn1)c1ccc(F)cc1)NCCc1ccccc1
(11) COc1cccc([C@@H]2CC=C(C(=O)O)[C@H](c3cccc(Cl)c3)N2S(=O)(=O)c2ccc(C)cc2)c1
(12) CS(=O)(=O)c1ccc(Cl)c(NC(=O)CN2CCN(C(=O)c3cccs3)CC2)c1
(13) COc1ccc(CCNc2cc(N3CCN(C(=O)c4ccccc4F)CC3)ccc2[N+](=O)[O-])cc1OC
(14) COC(=O)c1nn(-c2ccccc2)c(Cl)c1/C=N/OCc1ccc(C)cc1
(15) COc1ccc(OCC(=O)Nc2ccc3c(c2)nc(CCn2ccccc2=O)n3C)cc1
(16) O=C1Nc2ccc(NS(=O)(=O)c3cccs3)c3cccc1c23
Assay by compound	9	10	11	12	13	14	15	16
KCNH2 WT inh	x	3	-1	8	4	10	15	2
TCR activator	-6%	3%	2%	1%	-4%	2%	0%	-1%
Tb PFK inh	6%	-1%	-7%	0%	3%	-1%	-19%	u
GALK inhibitor	-4%	7%	x	x	2%	-1%	-8%	3%
TSHR antagonist	0	-12	0	6	-18	-10	15	-6
Chronic BCR inh	1%	9%	3%	1%	2%	6%	-3%	u
MLL CXXC-DNA inh	1%	0%	x	x	-7%	-6%	8%	-4%
AT treatment	-5%	-2%	-10%	12%	3%	4%	12%	6%
FBPA coupling cs	0	1	x	x	4	-1	x	-56*
Giardia kill	-18	13	u	24	-3	-16	-1	4

(17) COc1ccc(C(C(C(=O)c2ccco2)N2CCOCC2)N2CCOCC2)cc1 (stereo not given)
(18) CCOC(=O)c1oc2cc(OCC(=O)OC)ccc2c(=O)c1-c1ccc(OC)c(OC)c1
(19) CCOc1ccccc1NC(=O)C1CCC(CNc2c(N3CCOCC3)c(=O)c2=O)CC1 (stereo not given)
(20) C1CCC(C23CC4CC(CC(C4)C2)C3)NC1 (stereo not given)
(21) COc1ccc(C(=O)NC(=S)Nc2ccc(S(=O)(=O)Nc3cc(OC)ncn3)cc2)cc1
(22) COc1ccc(CCN2CC(C(=O)NCCc3ccccc3)CC2=O)cc1OC (stereo not given)
(23) CCCNC(=S)N1CCN(C)CC1
(24) Cc1cccc(OCC(O)CN2C(C)(C)CC(O)CC2(C)C)c1C (stereo not given)
Assay by compound	17	18	19	20	21	22	23	24
KCNH2 WT inh	-5	5	1	6	7	2	2	2
TCR activator	-3%	-5%	3%[46.1 µM]	-4%[46.1 µM]	5%	2%	-3%[46.1 µM]	4%
Tb PFK inh	0%	1%	2%	-1%	-1%	-16%	0%	-12%
GALK inhibitor	2%	5%	-1%	3%	17%	2%	2%	0%
TSHR antagonist	-11	-11	13	11	-15	4	13	25
Chronic BCR inh	-5%	u	-1%	u	0%	u	0%	u
MLL CXXC-DNA inh	0%	0%	4%	6%	21%	-3%	-3%	6%
AT treatment	8%	-6%	5%	-1%	4%	1%	-2%	-9%
FBPA coupling cs	0	-1	-2	1	3	1	0	3
Giardia kill	18	-7	8	6	-2	5	5	-1

(25) O=c1oc2cc(O)c(Cl)cc2c2ccccc12
(26) C/C(=N/NC(=O)CCc1ccccc1)c1ccc2c(c1)OCO2
(27) Cc1ccc(S(=O)(=O)C2(C(=O)Nc3ccc(C(C)C)cc3)CC2)cc1
(28) CCOC(=O)c1c(-c2ccccc2)n(C)c2ccc(O)cc12
(29) O=C(CCNC(=O)C1CCN(S(=O)(=O)c2ccccc2)CC1)NC1CC1
(30) CCOc1ccc(NC(=O)CN(C2CCCCC2)S(C)(=O)=O)cc1
(31) CCOc1ncccc1C(=O)N1CCN(S(=O)(=O)c2ccc3c(c2)OCCO3)CC1
(32) COc1ccccc1N(CC(=O)NC1CC2CCC1C2)S(=O)(=O)c1ccc(C)cc1 (stereo not given)
Assay by compound	25	26	27	28	29	30	31	32
KCNH2 WT inh	0	11	-2	9	0	-9	-44	5
TCR activator	-1%[46.1 µM]	-3%	0%	0%	4%	-10%	-4%	0%
Tb PFK inh	7%	2%	0%	3%	4%	5%	-1%	-3%
GALK inhibitor	0%	1%	1%	1%	-4%	3%	x	2%
TSHR antagonist	87	-2	-6	-7	-14	12	0	9
Chronic BCR inh	1%	-9%	3%	u	-1%	11%	-1%	u
MLL CXXC-DNA inh	-4%	0%	8%	-2%	5%	17%	x	28%
AT treatment	8%	-1%	2%	-6%	1%	x	-4%	10%
FBPA coupling cs	8	5	0	1	x	0	x	x
Giardia kill	-17	3	5	-9	30	8	-14	-14

Shown with each value named: 2 of the compounds above
#31 CCOc1ncccc1C(=O)N1CCN(S(=O)(=O)c2ccc3c(c2)OCCO3)CC1
  KCNH2 WT inh: -44; TCR activator: -4%; Tb PFK inh: -1%; GALK inhibitor: x; TSHR antagonist: 0; Chronic BCR inh: -1%; MLL CXXC-DNA inh: x; AT treatment: -4%; FBPA coupling cs: x; Giardia kill: -14
#32 COc1ccccc1N(CC(=O)NC1CC2CCC1C2)S(=O)(=O)c1ccc(C)cc1 (stereo not given)
  KCNH2 WT inh: 5; TCR activator: 0%; Tb PFK inh: -3%; GALK inhibitor: 2%; TSHR antagonist: 9; Chronic BCR inh: u; MLL CXXC-DNA inh: 28%; AT treatment: 10%; FBPA coupling cs: x; Giardia kill: -14

Going on with the list.
(33) Cc1nc(NCCCN2CCOCC2)c2oc3ccccc3c2n1
(34) Cc1ccnc(NC(=O)/C=C/c2ccccc2Cl)c1
(35) CCOc1cc(NC(=O)c2ccccn2)c(OCC)cc1NC(=O)c1ccc(C)cc1
(36) Cc1nnsc1-c1c(C(=O)O)c(C)nn1-c1ccc(OC(F)(F)F)cc1
(37) Cc1nc(SCC(=O)N2CCCCCC2)[nH]c(=O)c1C
(38) CCc1ccc(N2CC(C(=O)N/N=C/c3ccccc3OC)CC2=O)cc1 (stereo not given)
(39) O=C(COc1ccc(S(=O)(=O)N2CCOCC2)cc1)N1CCOCC1
(40) Cn1c(CCC(=O)O)nc2cc(S(=O)(=O)N3CCCC3)ccc21
(41) CCc1cc(Cn2nc(-c3ccccc3)cc2C(=O)NCc2cccs2)on1
(42) O=C(Cn1cnc2ccccc2c1=O)N1CCN(S(=O)(=O)c2ccc(F)cc2)CC1
Assay by compound	33	34	35	36	37	38	39	40	41	42
KCNH2 WT inh	19	-5	-24	0	1	4	2	1	-4	-17
TCR activator	-5%	-2%[46.1 µM]	5%	5%	1%	-2%	8%	3%	5%	-4%
Tb PFK inh	-5%	-6%	10%	-6%	9%	1%	-9%	-2%	6%	-6%
GALK inhibitor	2%	2%	0%	-1%	x	-1%	x	x	x	x
TSHR antagonist	5	-4	-12	-3	8	11	-10	1	-13	2
Chronic BCR inh	u	u	2%	1%	1%	-4%	1%	1%	4%	5%
MLL CXXC-DNA inh	1%	-3%	1%	-5%	x	3%	x	x	x	x
AT treatment	-2%	0%	-2%	-1%	9%	2%	0%	10%	31%	-2%
FBPA coupling cs	1	-4	-3	0	x	-7	x	x	x	x
Giardia kill	11	1	23	7	5	6	-3	-15	-6	7
